RGS4-Gao reg: human RGS4-Galphao interaction regulation; P09471; Multiplexed bead flow cytometry, RGS4-Galphao binding; actives lie on both sides; binding response (% of control), % at 10 µM; 220,000 tested, 0.33% active; AID 1415; in the data active means binding response below about 49% or above about 150%; inactive means in between;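 further: fluorescent Galphao activated with aluminum fluoride binding bead-coupled RGS4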
Target sequence (P09471 whole entry, looked up): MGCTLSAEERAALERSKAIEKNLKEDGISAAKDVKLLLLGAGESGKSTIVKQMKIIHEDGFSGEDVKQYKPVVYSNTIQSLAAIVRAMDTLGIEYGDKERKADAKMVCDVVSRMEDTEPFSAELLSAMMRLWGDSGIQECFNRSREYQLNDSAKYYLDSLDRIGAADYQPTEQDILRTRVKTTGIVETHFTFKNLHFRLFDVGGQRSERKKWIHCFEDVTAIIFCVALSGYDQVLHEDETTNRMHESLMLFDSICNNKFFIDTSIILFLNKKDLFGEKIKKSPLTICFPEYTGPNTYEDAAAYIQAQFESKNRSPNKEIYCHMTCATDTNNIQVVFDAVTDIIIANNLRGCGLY
Bim-Bfl-1: disrupts Bim binding to human Bfl-1; Bead-based flow cytometry, Bim-Bfl-1 binding inhibition; 190,000 tested, 0.12% active; Q16548; inhibition, % at 10 µM;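 further: 0% = wells without compound plus tracer and 100% = blocker peptide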
RGS7-Gao reg: human RGS7-Galphao interaction regulation; 220,000 tested, 0.35% active; Multiplexed bead flow cytometry, RGS7-Galphao binding; actives lie on both sides; binding response (% of control), % at 10 µM; P09471; in the data active means binding response below about 49% or above about 150%; inconclusive means no clear call, values can overlap the other calls; inactive means in between;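 further: fluorescent Galphao held in activated GDP-AlF4 state binding bead-coupled RGS7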
Mcl1 Noxa PPI: Mcl-1/Noxa interaction inhibition; 220,000 tested, 1.5% active; TR-FRET Mcl-1/Noxa peptide binding, 2 h; Q07820; inhibition, % at 21.7 µM; AID 1022;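 active means compounds that cut the protein-peptide binding signal by more than 50% relative to plate controls in a single-dose test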;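 further: His-tagged Mcl-1 with rhodamine Noxa BH3 peptide and terbium anti-His antibody; 0% = Mcl-1 plus Noxa peptide wells and 100% = peptide-only wells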
Bim-Mcl-1: inhibitors of Bim-Mcl-1 interaction, human; Q07820; Bead-based flow cytometry, Bim peptide-Mcl-1 binding; inhibition, % at 10 µM; 190,000 tested, 0.1% active; AID 1009;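 further: 0% = no compound tracer wells and 100% = peptide blocker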
RGS8-Gao: human RGS8-Galphao interaction regulation. 220,000 tested, 0.34% active. multiplexed bead flow cytometry, RGS8-Galphao binding; actives lie on both sides. response (percent of control binding), % at 10 µM. P09471; in the data active means response below about 60% or above about 140%; inactive means in between;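 further: Galphao activated as the GDP aluminium fluoride complex binding bead-coupled RGS8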
Bcl-2 Bim block: human Bim-Bcl-2 interaction inhibition | 190,000 tested, 0.06% active | P10415 | inhibition, % at 10 µM | Bead-based flow cytometry, Bim peptide-Bcl-2 binding; in the data active means inhibition above about 40%; inconclusive means no clear call, values can overlap the other calls;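 further: 0% = no compound wells with probe peptide and 100% = reference peptide inhibitor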
Mcl1-Bid inh: Mcl-1/Bid interaction inhibition; TR-FRET Mcl-1/Bid-Dy647 peptide binding, 1536-well; inhibition, % at 21.7 µM; 220,000 tested, 0.97% active; Q07820;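 active means compounds that cut the binding signal by more than half at the single screening dose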;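 further: His-tagged Mcl-1 with europium anti-His antibody binding Bid BH3 peptide; 0% = Mcl-1 plus peptide wells and 100% = peptide-only wells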
Bim-Bcl-B: disrupts Bim peptide binding to human Bcl-B; Q9HD36; bead-based flow cytometry; inhibition, % at 10 µM; 190,000 tested, 0.073% active;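 further: 0% = tracer peptide without compound and 100% = reference inhibitor peptide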
Bcl-XL Bim block: human Bim-Bcl-XL interaction inhibition. Q07817. Bim peptide-Bcl-XL binding, bead flow cytometry, fluorescence. inhibition, % at 10 µM. 190,000 tested, 0.04% active
Target sequence (Q07817 whole entry, looked up): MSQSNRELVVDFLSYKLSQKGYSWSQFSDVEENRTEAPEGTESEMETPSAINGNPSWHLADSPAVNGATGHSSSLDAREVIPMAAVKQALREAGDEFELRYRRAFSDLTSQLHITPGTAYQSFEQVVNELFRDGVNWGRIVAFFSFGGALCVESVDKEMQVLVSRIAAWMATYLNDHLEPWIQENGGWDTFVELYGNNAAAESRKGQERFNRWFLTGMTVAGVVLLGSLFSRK
Bcl-W Bim block: human Bim-Bcl-W interaction inhibition. AID 952. 190,000 tested, 0.02% active. bead-based flow cytometry, Bim peptide-Bcl-W binding. inhibition, % at 10 µM;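 further: 0% = bound tracer without compound and 100% = peptide blocker; higher means less fluorescent Bim peptide bound to Bcl-W beads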
An asterisk follows results filed as active; ? = inconclusive; nt = no result given; [ ] = dose if it differs, or a comment. Unless noted, no stated cut-off is given here; in the data, active means inhibition above about 40%.

SMILES	RGS4-Gao reg	Bim-Bfl-1	RGS7-Gao reg	Mcl1 Noxa PPI	Bim-Mcl-1	RGS8-Gao	Bcl-2 Bim block	Mcl1-Bid inh	Bim-Bcl-B	Bcl-XL Bim block	Bcl-W Bim block
Oc1c(CN2CCc3ccccc3C2)cc(Cl)c2cccnc12	103	-9	103	-35	0	100	-3	-67	-5	-2	-2
CC1(CC(=O)N/N=C/c2cc3c(cc2Br)OCO3)OCCO1	106	-3	108	3	3	111	1	-14	3	-1	3
CCCC(=O)Nc1nnc(SCC)s1	100	0	101	1	0	101	-4	-35	-5	0	2
COc1cc(OC)cc(C(=O)NCC(=O)OCC(=O)N2CCc3ccccc32)c1	103	-3	98	5	0	104	-1	-12	-3	0	-4
CCOC(=O)C1(CC/C(C)=N\NC(N)=O)CC(C)OC1=O (configuration not stated)	99	0	101	-7	-3	99	0	-27	-3	-5	-4
CCOC(=O)C1=C(C)NC(=O)NC1c1ccc2c(c1)OCCO2 (configuration not stated)	98	-1	101	-17	2	100	1	-50	4	1	0
CC(=O)Nc1cccc(NC(=O)c2oc3ccccc3c2C)c1	93	3	96	14	-4	91	-2	-3	-6	0	-2
Cn1c(=O)c(C(=O)CN2CCN(S(=O)(=O)c3ccccc3)CC2)c(N)n(Cc2ccccc2)c1=O	104	12	98	10	-5	99	8	-28	3	-2	1
CCOC(=O)N1CCN(CC(O)COCCC23CC4CC(CC(C4)C2)C3)CC1 (configuration not stated)	99	-11	99	1	1	103	-4	-12	-6	-4	4
COc1ccc(S(=O)(=O)N2CCc3ccccc32)cc1C(=O)Nc1cccnc1	97	nt	?	15	nt	101	nt	-6	nt	nt	nt
CCOC(=O)Cc1csc(/N=C/c2c(O)n(-c3ccccc3C(F)(F)F)c(=O)c3ccccc23)n1	108	0	108	-4	-3	110	0	0	-7	-5	-1
CC(C)c1cccc(C(C)C)c1NC(=O)Cn1c(=O)cnc2ccccc21	99	10	102	10	0	102	6	-9	4	6	5
CC(C)C[C@@H](N)c1nnc(SCC(=O)c2ccc(Cl)cc2)o1	98	-21	96	10	-2	101	-13	25	-9	-7	-1
Cc1cc(C(=O)COc2ccc3ccc(=O)oc3c2)c(C)n1Cc1cccs1	92	-14	83	7	-4	102	-13	-38	-8	-4	-3
CCN(CC)C(=O)Oc1ccc2c(=O)c(-c3ccc(OC)cc3)c(C)oc2c1	98	-13	100	4	-9	99	-11	-13	-12	-12	-4
CC1CCN(c2nnc(-c3ccccc3)c3ccccc23)CC1	101	-4	?	19	0	102	-1	-27	-2	-1	0
CCOc1ccc(CCNc2cc(C)nc3ncnn23)cc1OCC	100	-2	101	4	-4	99	-2	-2	-7	-6	-2
Clc1ccccc1CN(Cc1ccccc1)C(c1cccs1)c1nnnn1C1CCCC1 (configuration not stated)	99	0	97	-6	1	94	2	-15	1	0	-1
O=C(CNC(=O)c1ccccc1)NCc1ccc(Cl)cc1	104	-3	150*[activator]	5	3	102	2	-33	1	0	3
CC(C)NCc1nnc(-c2ccc(Cl)cc2)o1	103	-3	105	-9	-5	103	-2	-2	-5	-1	-3
O=C(c1cccc(Oc2ccccc2)c1)N1CCN(c2ccccn2)CC1	102	-3	113	16	0	100	-1	-28	0	0	0
CCOc1ccc(NC(=O)CC(NCc2ccccn2)C(=O)O)cc1 (configuration not stated)	98	2	96	-11	0	97	3	-58	0	-3	3
c1ccc(-n2ncc3c2ncn2nnnc32)cc1	95	-2	94	6	2	99	-1	0	0	-1	2
CC(=O)N1CCc2cc(Br)cc(S(=O)(=O)CCC(=O)Nc3c(C)n(C)n(-c4ccccc4)c3=O)c21	94	0	99	23	-2	101	-3	-10	-5	-2	-3
O=C(NCc1ccco1)c1cnn2cccnc12	98	-1	?	13	1	101	-1	-40	-2	0	2
Nn1c(SCC(=O)Nc2cc(S(=O)(=O)N3CCOCC3)ccc2Cl)nnc1-c1cccnc1	100	-9	?	38	0	100	-4	-20	-7	-2	0
C[C@@H]1C=C(C(=O)N2CCN(Cc3ccc4c(c3)OCO4)CC2)O[C@H](OCCCCO)C1	99	-8	94	-9	-3	101	-7	-7	-1	-2	-3
Cn1c(CNc2ccccc2)cc(=O)n(C)c1=O	96	-1	100	10	0	99	-4	-24	-1	-1	-1
O=C(O)C1CC(c2ccccc2)=Nc2ccccc2S1 (configuration not stated)	105	nt	?	12	nt	102	nt	-23	nt	nt	nt
O=C1N(Cc2cccnc2)C[C@@H]2C[C@@H](c3cccc(OC4CCCC4)c3)N3CCC[C@@]123	90	-7	90	8	-2	98	-1	-30	0	-4	-1
O=C(NC(=S)Nc1nc(-c2ccc(Cl)cc2)cs1)c1cccs1	96	-6	95	13	-8	98	-4	-1	-3	-1	-4
COc1ccc(-c2nnn(CC(=O)N(CC(=O)NC3CCCC3)c3cccc(C)c3)n2)cc1OC	107	-9	108	-6	0	109	-5	1	-6	2	2
CCOc1ccc(S(=O)(=O)n2cc(F)c(=O)[nH]c2=O)cc1	94	-3	92	11	1	98	0	-16	0	0	0
CC(=O)NC(c1ccc(Cl)cc1)c1c(O)ccc2ccc(O)cc12 (configuration not stated)	99	1	100	30	0	100	-3	-26	-2	-4	0
CCOC(=O)/C(C(N)=NCc1ccco1)=C(/O)c1ccccc1	102	-7	101	10	-5	104	-2	-66	-4	-5	0
c1ccc(-c2ccccc2-n2cnnn2)cc1	99	-5	99	-27	-2	101	10	4	-1	-2	-3
Cc1ccc(NC(=O)COC(=O)CCNS(=O)(=O)c2ccc(C)c(C)c2)cc1	101	0	99	3	-4	103	-3	0	-5	-8	-2
COCCNC(=O)C1CCC(Cn2c(=S)[nH]c3ccccc3c2=O)CC1 (configuration not stated)	99	-17	98	10	-1	99	-7	-9	-12	-5	-1
O=C1NC(c2ccc(-c3ccccc3[N+](=O)[O-])o2)C(C(=O)c2ccc(F)cc2)C(O)(C(F)(F)F)N1 (configuration not stated)	102	-3	101	55*	-2	101	-7	-3	-13	-5	0
Cc1c(C(=O)NCc2ccccc2Cl)oc2c1C(=O)CCC2	101	-5	98	14	0	96	-1	-2	-2	0	-4
Cc1ccc(C(=O)c2c(NC(=O)CSc3nnc(N)s3)sc3c2CCCC3)cc1	99	2	99	-13	-2	99	3	-49	-5	-2	0
COC1=C(Nc2ccc(C)cc2)C(=O)c2ccccc2C1=O	95	-3	97	11	-4	97	-4	-38	-8	-3	-1
Oc1c(Br)cc(C2N=C(c3ccccc3Cl)NO2)cc1Br (configuration not stated)	99	0	99	5	-1	99	2	-53	-3	0	1
O=C(COC(=O)/C=C/c1ccc(F)cc1)Nc1ccccc1-c1ccccc1	101	-17	98	6	-3	96	-6	-7	-11	-10	-4
Cc1ccc(NC(=O)Nc2ccc3oc(C)nc3c2)cc1	100	0	102	12	0	110	0	-24	-5	0	-1
CCS(=O)(=O)N1Cc2ccccc2CC1C(=O)Nc1nc2ccc(F)cc2s1 (configuration not stated)	100	-2	103	20	-5	105	-6	1	-6	-4	-3

Compound activity deposited in PubChem by several laboratories.
